# PPARg SRC-2 ag: agonists of SRC-2 recruitment by human PPARgamma. PPARgamma LBD-SRC-2 recruitment, biochemical. P37231. activation, % at 8 µM. 0.34% of 200,000 active; in the data active = activation above about 22%;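 also: 0% = vehicle and 100% = reference agonist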
# Target sequence (P37231 whole entry, looked up, the tested form may be a part): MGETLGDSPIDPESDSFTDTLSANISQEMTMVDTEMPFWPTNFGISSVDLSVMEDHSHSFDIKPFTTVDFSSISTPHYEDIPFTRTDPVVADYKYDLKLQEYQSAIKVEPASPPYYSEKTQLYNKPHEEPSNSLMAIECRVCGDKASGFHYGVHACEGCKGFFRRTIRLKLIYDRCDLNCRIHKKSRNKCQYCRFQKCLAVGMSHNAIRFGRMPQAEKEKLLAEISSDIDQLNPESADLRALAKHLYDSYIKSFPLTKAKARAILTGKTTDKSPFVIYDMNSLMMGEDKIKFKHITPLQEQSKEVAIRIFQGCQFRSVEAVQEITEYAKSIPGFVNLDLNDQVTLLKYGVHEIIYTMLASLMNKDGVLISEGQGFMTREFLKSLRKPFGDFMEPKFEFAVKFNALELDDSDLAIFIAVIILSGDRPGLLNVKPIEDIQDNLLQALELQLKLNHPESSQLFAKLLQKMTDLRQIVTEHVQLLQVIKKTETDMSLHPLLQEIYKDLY
# S1P3 antag: antagonists of human S1P3 receptor | 0.27% of 170,000 active | Q99500 | CHO S1P3 NFAT-BLA reporter, FRET fluorescence, antagonist mode | inhibition, % at 4.98 µM | AID 485;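 active = inhibition above the plate cutoff, the mean inhibition of test wells on that plate plus 3 SD, cut at about 28% in these data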;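 also: cells challenged with S1P at its EC80 of 0.8 µM; blue over green emission ratio from cleaved BLA substrate after 4 h stimulation; 0% = S1P-stimulated wells and 100% = unstimulated DMSO-only wells; some compounds past the cut are filed as inactive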
# L major viab: Leishmania major promastigote growth inhibition | Leishmania major promastigotes, resazurin fluorescence viability | inhibition, % at 10 µM | 9% of 200,000 active | AID 1063; in the data active = inhibition above about 50%;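 also: promastigotes grown with compound for 44 hours at 28 °C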
# PPARg SRC-1 ag: promotes SRC-1 coactivator recruitment by human PPARgamma; P37231; PPARgamma-SRC-1 coactivator recruitment biochemical assay; activation, % at 8 µM; 0.41% of 200,000 active; AID 631; in the data active = activation above about 19%;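 also: 0% = DMSO and 100% = reference agonist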
# bIAP inh: intestinal alkaline phosphatase (bovine) inhibition; purified bovine IAP, CDP-star luminescence, 30 min; inhibition, % at 20 µM; 190,000 tested, under 10 active;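 active = over 50% inhibition of intestinal alkaline phosphatase at 20 µM in the single-dose screen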
#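 Assay system – bovine IAP enzyme · Quantity – bovine IAP at 1/65,000,000 final dilution · Detection – CDP-star luminescence signal · Times – 30 min reaction at room temperature · Also added – CDP-star substrate at 30 µM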
# SRC2 TRFRET art: TR-FRET artefact, counter-screen to PPARgamma/SRC-2 agonist assay; stronger effect = higher value; TR-FRET ratio at 8 µM; 0.4% of 200,000 active; AID 1049; in the data active = TR-FRET ratio above about 2000; also: inactives centre near 1500; reference of the scale not given here
# PPARg SRC3 recr: PPARgamma-driven SRC-3 recruitment agonism. biochemical PPARgamma/SRC-3 coactivator recruitment assay. 0.26% of 200,000 active. P37231. activation, % at 8 µM; in the data active = activation above about 23%;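 also: 0% = DMSO and 100% = reference agonist; some compounds past the cut are filed as inactive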
# ROMK primary: modulates human ROMK potassium channel activity; P48048; Tet-inducible ROMK, thallium flux fluorescence; actives lie on both sides; B-score at 10 µM; 2% of 130,000 active; AID 1918;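 active = signal ratio slope over the read window, or its plate-corrected B-score, at least 3 SD from the plate mean, either direction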;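 also: B-score of the F/F0 ratio slope over 7 to 12 s after thallium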
# Target sequence (P48048 whole entry, looked up): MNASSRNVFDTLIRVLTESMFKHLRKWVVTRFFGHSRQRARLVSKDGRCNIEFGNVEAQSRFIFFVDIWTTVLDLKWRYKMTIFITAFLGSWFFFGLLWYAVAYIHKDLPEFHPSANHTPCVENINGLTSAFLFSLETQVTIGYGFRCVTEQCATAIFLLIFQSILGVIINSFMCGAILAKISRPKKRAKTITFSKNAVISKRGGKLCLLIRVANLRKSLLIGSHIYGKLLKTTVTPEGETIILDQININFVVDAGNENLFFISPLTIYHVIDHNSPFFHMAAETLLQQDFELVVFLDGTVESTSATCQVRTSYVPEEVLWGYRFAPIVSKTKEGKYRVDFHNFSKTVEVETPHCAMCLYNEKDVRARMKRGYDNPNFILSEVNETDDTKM
# Redox H2O2 prof: compounds producing H2O2 with reducing agent – biochemical, NIH compound library profiling, artefact control for MLSCN library redox annotation, primary screen; DTT-dependent redox cycling H2O2, phenol red/HRP absorbance; 100% = 100 µM peroxide control, 0% = buffer; activation, % at 10 µM; 0.03% of 200,000 active; AID 878;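 active = activation of at least 50% relative to the plate's high and low controls in the primary single-dose screen; inactive = activation below 50%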;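 also: compound incubated with DTT at 0.8 mM final as the reducing agent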
# TLR4-MyD88 BLA: inhibitors of human TLR4-MyD88 binding | O00206+Q99836 | HeLa CL3-4 TLR4/MyD88 BLA complementation, FRET ratio | 0.18% of 200,000 active | inhibition, % at 8.4 µM; in the data active = inhibition above about 25%;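 also: 0% = vehicle and 100% = reference inhibitor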
# bIAP activator: increases bovine intestinal alkaline phosphatase activity; purified bovine IAP, CDP-star luminescence, 30 min; stronger effect = higher value; fold of DMSO-control signal, blank-subtracted; 0.17% of 200,000 active; activation factor at 20 µM;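 active = activation factor of 2 or more at 20 µM, a signal rise over negative controls twice the positive control's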
# Numbers without * were called inactive; . = not tested or not shown.
SMILES,PPARg SRC-2 ag,S1P3 antag,L major viab,PPARg SRC-1 ag,bIAP inh,SRC2 TRFRET art,PPARg SRC3 recr,ROMK primary,Redox H2O2 prof,TLR4-MyD88 BLA,bIAP activator
COc1ccc(NC(=O)CCC(=O)N(Cc2ccc(OC)c(OC)c2)c2nccs2)c(OC)c1,-0.8,-1.1,-1.6,-0.8,-2.7,1510,1.8,0.875,10.6,-12.5,1
CCSc1nnc(N(CCC(=O)O)CCC(=O)O)s1,8.2,.,-1.3,-2.6,-12.2,1555,4.0,0.192,-0.7,-10.2,1.1
O=C(Nc1cc(S(=O)(=O)N2CCOCC2)ccc1N1CCOCC1)C1CCCO1 (stereo not drawn),2.5,-17.5,-3.9,5.9,-5.8,1664,-0.3,-0.306,-0.6,-1.3,1.1
Cc1c(C(=O)O)cccc1-n1c(C)cc(C=O)c1C,9.1,13.5,-7.2,6.5,-8.8,1689,4.0,-0.367,-0.6,9.2,1.1
CCCc1ccc(-c2c(C)sc(NC(=O)c3ccnn3C)c2C#N)cc1,-3.5,.,4.6,0.9,-0.6,1533,-1.4,-0.0525,0.4,-7.9,1
Cc1c(OCc2nn[nH]n2)ccc2c(-c3ccccc3)cc(=O)oc12,11.0,-2.3,-9.3,3.9,9.8,1627,3.5,0.462,0.0,-0.5,0.9
Cc1ccc(CSCC(=O)Nc2ccccc2F)cc1,-7.8,-4.6,1.9,-3.0,9.6,1558,-1.7,.,-0.3,-0.7,0.9
CN(CC(=O)Nc1ccncc1)S(=O)(=O)c1ccc(Br)cc1,-2.6,.,-1.4,2.3,18.5,1598,-3.8,.,-0.1,-0.4,0.8
O=C(Nc1ccccc1N1CCOCC1)c1ccccc1NS(=O)(=O)c1ccc(F)cc1,5.9,.,2.1,-1.7,-3.6,1620,2.0,0.902,0.3,-4.2,1
NC(=O)C1CCN(Cc2nc3ccccc3c(=O)[nH]2)CC1,9.7,.,-2.7,2.4,5.1,1725,-3.1,0.0927,0.5,1.0,0.9
COc1ccc(CNc2ccc(Br)cc2)cc1,3.5,-14.0,98.8*,4.4,10.9,1806,2.2,0.178,0.7,2.6,0.9
Nc1cccnc1Sc1cc(Cl)cc(Cl)c1,9.6,.,-2.7,5.7,49.4,1578,7.6,-0.166,-1.6,-8.8,0.5
COc1ccc(C2=CC(c3sccc3C)n3nnnc3N2)cc1 (stereo not drawn),6.5,18.3,13.9,6.1,5.4,1788,-0.3,.,0.2,4.1,0.9
COc1cc(C)nc(Oc2ccc(=O)n(C)n2)n1,5.2,.,-9.9,-0.4,13.2,1620,-9.4,0.75,-0.6,12.7,0.9
CC(C)(C)c1ccccc1NC(=O)Cn1c(=O)cnc2ccccc21,-0.3,-1.8,54.9*,3.5,7.6,1532,1.1,0.748,-0.1,-1.9,0.9
CSc1nc(N)c2c(C)c(C)sc2n1,5.7,-6.3,-3.7,-0.2,1.4,1556,2.4,0.216,-0.1,0.0,1
COCCCN1C(=O)/C(=C/c2ccc(CNS(=O)(=O)c3ccccc3)o2)C(C(=O)OC)=C1C,13.8,5.3,-1.6,9.7,12.6,1537,4.9,-0.0303,-0.1,1.0,0.9
CN(C)CCCNC(=O)/C(=C\c1ccc(-c2ccc(Br)cc2)o1)NC(=O)c1ccccc1,-3.5,-17.2,100.5*,2.8,9.1,1604,1.0,-3.9*,-0.2,1.6,0.9
Cc1cccc(OCc2nnc(SCn3nnc4ccccc4c3=O)o2)c1,-5.3,-35.4,-5.2,11.4,1.7,1473,2.6,.,-0.6,-2.2,1
Cc1nonc1C1CCCN1Cc1cn[nH]c1-c1ccc(-c2ccccc2)cc1 (stereo not drawn),3.8,-2.8,38.9,8.2,-13.6,1669,3.4,0.4,0.9,-7.3,1.1

# The closing four entries of the section above come first, to join the parts:
SMILES,PPARg SRC-2 ag,S1P3 antag,L major viab,PPARg SRC-1 ag,bIAP inh,SRC2 TRFRET art,PPARg SRC3 recr,ROMK primary,Redox H2O2 prof,TLR4-MyD88 BLA,bIAP activator
COCCCN1C(=O)/C(=C/c2ccc(CNS(=O)(=O)c3ccccc3)o2)C(C(=O)OC)=C1C,13.8,5.3,-1.6,9.7,12.6,1537,4.9,-0.0303,-0.1,1.0,0.9
CN(C)CCCNC(=O)/C(=C\c1ccc(-c2ccc(Br)cc2)o1)NC(=O)c1ccccc1,-3.5,-17.2,100.5*,2.8,9.1,1604,1.0,-3.9*,-0.2,1.6,0.9
Cc1cccc(OCc2nnc(SCn3nnc4ccccc4c3=O)o2)c1,-5.3,-35.4,-5.2,11.4,1.7,1473,2.6,.,-0.6,-2.2,1
Cc1nonc1C1CCCN1Cc1cn[nH]c1-c1ccc(-c2ccccc2)cc1 (stereo not drawn),3.8,-2.8,38.9,8.2,-13.6,1669,3.4,0.4,0.9,-7.3,1.1
O=C(CCCn1c(SCc2ccccc2F)nc2ccccc2c1=O)NCC1CCCO1 (stereo not drawn),-3.6,0.2,22.4,-7.3,-10.8,1465,1.6,-0.602,-0.2,-4.0,1.1
COc1cc(/C=N/NC(=O)C2C3CCCCC32C)cc(Br)c1O (stereo not drawn),9.3,3.5,27.9,-3.8,6.9,1824,2.4,.,-0.6,9.1,0.9
O=C(Cn1nc(-c2ccc3c(c2)OCCO3)ccc1=O)Nc1ccc(-n2cnnn2)cc1,0.2,-7.7,-12.4,6.8,-18.9,1584,3.5,-0.13,-2.6,-3.6,1.2
Cc1cccc(OCCNc2ccc(C(F)(F)F)cc2[N+](=O)[O-])c1,6.9,-3.6,-9.6,4.3,29.4,1724,2.6,0.0236,1.4,-12.7,0.7
CCC(Oc1nc2ccccc2nc1-c1ccccc1NC(C)=O)C(=O)c1ccccc1 (stereo not drawn),6.0,.,4.0,8.2,3.1,1628,16.0,.,-2.2,10.3,1
O=C(Nc1nc2c(s1)CCCC2)Oc1ccccc1,9.8,2.6,-7.9,7.1,9.5,1831,2.0,.,1.1,4.8,0.9
CC1CCN(CC(=O)N2CCCc3c2c(=O)oc2ccc(OCc4ccccc4)cc32)CC1,3.8,.,34.4,-0.2,-9.0,1505,4.8,-1.57,0.1,-15.4,1.1
COc1cc(/C=C(/C#N)c2nc3ccccc3[nH]2)ccc1Oc1ncccc1[N+](=O)[O-],6.7,.,7.0,2.5,0.2,1519,6.8,.,-4.4,4.7,1
CCOC(=O)c1nnc(-c2ccccc2)nc1Oc1ccc(Cl)cc1,-1.2,.,6.0,1.9,14.1,1478,-2.0,.,1.8,8.5,0.9
COC(=O)/C=C1\NCCSC1=O,8.2,8.7,-8.6,14.0,13.7,1547,10.1,1.2,0.0,-0.7,0.9
CC(CNC(=O)COc1ccccc1)OC(=O)Nc1ccc(Cl)c(Cl)c1 (stereo not drawn),4.0,-7.6,2.0,1.2,-2.3,1451,-0.5,.,2.6,-4.8,1
Cc1cccc(NCc2cc(Cl)ccc2O)n1,5.2,.,39.9,1.1,4.0,1419,-3.2,-1.21,0.9,4.0,1
COCCN1C(=O)N[C@@H](c2cccs2)C(C(=O)OC)=C1C,-2.6,-3.6,-3.0,-2.1,41.0,1446,0.1,0.0151,0.2,-17.0,0.6
OCCC1CN(CCCn2cccn2)CCN1C1CCCCC1 (stereo not drawn),-2.2,11.8,-5.1,-1.4,6.0,1503,3.2,-0.39,-0.8,-1.4,0.9
N#C/C(=C\c1cccc([N+](=O)[O-])c1)C(=O)NCC1CCCO1 (stereo not drawn),3.8,8.0,31.2,-1.5,2.8,1698,7.9,-10.8*,0.1,-9.3,1
O=C(c1ccc2c(=O)n(Cc3ccco3)c(=S)[nH]c2c1)N1CCN(c2ccccc2)CC1,8.8,-36.8,-6.3,9.1,0.4,1730,0.5,0.834,0.3,6.6,1
CCOc1ccccc1C(=O)Nc1cc(Cl)ccc1O,6.3,3.7,79.4*,1.8,19.5,1469,-11.1,-1.33,0.6,-16.4,0.8
COCCNC(=O)/C(C#N)=C/c1cc(Br)c(O)c(OC)c1,8.5,-0.9,12.0,6.3,28.2,1754,4.7,-0.338,0.8,-6.1,0.7
O=[N+]([O-])c1ccc(N2CCN(c3ccccc3F)CC2)c(S(=O)(=O)N2CCOCC2)c1,10.0,-7.2,41.3,7.0,-10.3,1478,-0.8,.,0.5,-9.7,1.1
CN1CCN(C(=O)C2CCC(C)(C(=O)O)C2(C)C)CC1 (stereo not drawn),7.4,-6.9,-3.0,-2.8,10.0,1469,0.2,-1.12,0.0,8.5,0.9
Cc1nn(-c2ccccc2)c(N2CCCC2)c1/C=N/NC(=O)c1ccccc1O,11.8,-3.8,5.9,0.9,0.0,1560,2.6,-0.156,-0.4,-7.1,1
CC(C)c1ccc(C2CC(c3ccc(Br)cc3)=NN2C(N)=S)cc1 (stereo not drawn),6.5,-5.0,37.8,5.9,9.7,1708,7.9,0.427,-0.2,-4.8,0.9
O=c1[nH]n2c(=O)c3c([nH]c2c1N=Nc1cccc(Cl)c1)CCCC3,7.2,.,-6.1,7.2,-5.1,1600,12.0,0.123,0.0,11.2,1.1
CN(C)S(=O)(=O)c1cc(NC(=O)Cn2ccsc2=N)ccc1Cl,-4.2,4.7,-1.3,4.4,2.1,1544,4.5,-0.829,-0.1,0.7,1
Cc1ccc(N/N=C(/Sc2nnnn2-c2ccccc2)C(=O)c2ccccc2)cc1,-6.2,0.9,-1.0,-7.6,-4.1,1516,-2.1,0.75,-0.3,-8.5,1
Cc1cc(OC(=O)c2ccc3ccccc3c2)c([N+](=O)[O-])c(=O)[nH]1,9.0,-0.6,-5.1,-11.7,3.3,1511,1.1,-0.0225,0.2,-4.9,1
O=C(Nc1nccs1)c1ccc2nccnc2c1,-2.0,6.9,-0.2,1.8,14.6,1442,9.5,-1.59,-0.2,-0.9,0.9
COc1ccc(Cn2cccc(NC(=O)Nc3ccc(F)cc3)c2=O)cc1,5.6,0.2,-2.8,5.6,-4.4,1529,7.1,-0.574,-0.1,-3.4,1
O=C(C1CC1)N1CCc2[nH]c3ccccc3c2C1,-1.9,.,-4.6,1.1,17.0,1345,-7.6,-0.298,0.6,7.2,0.8
Cc1cc(-n2c(=O)c(C#N)cc3c(=O)n4ccccc4nc32)no1,3.2,-99.0,4.8,4.6,2.2,1546,-1.8,1.02,-0.8,-73.7,1
COc1ccccc1N(C)S(=O)(=O)c1ccc(C(=O)Nc2ccc(N3CCOCC3)cc2)cc1,0.9,-21.3,98.9*,8.5,-10.4,1655,3.9,-0.0948,-0.6,10.2,1.1
CCN(CC)C(=O)CSc1ncnc2c1cnn2-c1ccccc1,-10.1,.,1.1,-1.5,2.6,1467,3.3,.,1.3,9.2,1
CCOC(=O)c1ccc(NC(=S)NCCCN2CCOCC2)cc1,-3.1,-8.9,0.3,1.5,-9.9,1480,0.6,-0.69,-1.3,0.4,1.1
Cc1cccc(N2CCN(Cc3cnc(Cl)s3)CC2C)c1 (stereo not drawn),-5.7,-12.3,77.7*,2.6,-6.3,1402,2.3,-0.621,-1.2,-6.5,1.1
CCOC(=O)c1ccc(NC(=O)c2cccc(C)c2[N+](=O)[O-])cc1,6.0,18.9,26.3,14.5,2.2,1855,3.4,-0.365,-1.4,13.4,1

# Screening data (PubChem)
